# Screening results from PubChem.
# PPARg SRC-3 ag = PPARgamma agonists recruiting SRC-3 coactivator, primary screen, biochemical. biochemical PPARgamma/SRC-3 coactivator recruitment assay. activation, % at 8 µM. hit rate 0.26% among 200,000; in the data active means activation above about 23%;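 further: 0% = DMSO and 100% = reference agonist; some compounds past the cut are filed as inactive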
# Target sequence (P37231 whole entry, looked up): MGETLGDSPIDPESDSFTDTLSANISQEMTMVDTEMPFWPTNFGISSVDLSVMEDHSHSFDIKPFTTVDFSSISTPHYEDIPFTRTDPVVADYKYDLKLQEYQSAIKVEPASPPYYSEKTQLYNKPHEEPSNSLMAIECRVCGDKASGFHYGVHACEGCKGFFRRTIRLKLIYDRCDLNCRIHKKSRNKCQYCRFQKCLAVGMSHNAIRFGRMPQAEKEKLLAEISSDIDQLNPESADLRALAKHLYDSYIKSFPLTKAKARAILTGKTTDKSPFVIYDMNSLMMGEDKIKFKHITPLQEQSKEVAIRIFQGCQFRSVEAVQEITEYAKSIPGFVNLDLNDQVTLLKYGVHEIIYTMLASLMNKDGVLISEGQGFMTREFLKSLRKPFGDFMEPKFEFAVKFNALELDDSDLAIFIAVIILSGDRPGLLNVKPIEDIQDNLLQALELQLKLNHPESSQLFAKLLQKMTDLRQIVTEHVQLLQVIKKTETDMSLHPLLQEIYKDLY
# PPARg SRC-1 ag = PPARgamma agonists recruiting SRC-1 coactivator, primary screen, biochemical; Peroxisome proliferator-activated receptor gamma (Homo sapiens), P37231; PPARgamma-SRC-1 coactivator recruitment biochemical assay; activation, % at 8 µM; hit rate 0.41% among 200,000; in the data active means activation above about 19%;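 further: 0% = DMSO and 100% = reference agonist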
# bIAP activator = bovine intestinal alkaline phosphatase activators, primary screen, biochemical, bovine IAP, CDP-star luminescence; activation factor at 20 µM; purified bovine IAP, 30 min; hits give high values; fold of DMSO-control signal, blank-subtracted; hit rate 0.17% among 200,000; alkaline phosphatase, intestinal [Bos taurus]; AID 1016, 2008;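 active means activation factor of 2 or more at 20 µM, a signal rise over negative controls twice the positive control's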
# TNAP act hiacc = TNAP activators at high phosphate acceptor level, primary screen, biochemical, luminescence, uHTS | Alkaline phosphatase, tissue-nonspecific isozyme (Homo sapiens), P05186 | purified TNAP, CDP-star luminescence, 1 M DEA, 30 min; hits give high values; 0 = EDTA background, 1 = DMSO-only activity | activation factor at 20 µM | 200,000 tested, under 10 active;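 active means activation factor at least 2 at 20 µM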
#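 Measured by: Luminescent substrate turnover signal | Test system: Human TNAP | Input: TNAP 1/800 final | Dosing: 20 µM single point | Schedule: 30 min, room temperature | Controls: EDTA wells as negative control, DMSO wells as positive control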
# TNAP inh hi DEA = human TNAP enzyme inhibitors, primary screen, biochemical, luminescent, high phosphate acceptor level, uHTS; Alkaline phosphatase, tissue-nonspecific isozyme (Homo sapiens), P05186; purified TNAP, CDP-star luminescence, 1 M DEA; inhibition, % at 20 µM; hit rate 0.03% among 200,000;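 active means over 50% inhibition of tissue-nonspecific alkaline phosphatase at 20 µM in the single-dose screen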;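 further: plate controls were DMSO wells for no effect and EDTA-quenched wells as full inhibition for full effect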
# TNAP inh noacc = human TNAP enzyme inhibitors, primary screen, biochemical, luminescent, no phosphate acceptor, uHTS. Alkaline phosphatase, tissue-nonspecific isozyme (Homo sapiens), P05186. hit rate 0.26% among 200,000. purified TNAP, CDP-star luminescence, 30 min. inhibition, % at 20 µM;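 active means tissue-nonspecific alkaline phosphatase inhibition above about 50% at 20 µM in the single-dose screen, limit read from the data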;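 further: 0% = DMSO negative control and 100% = EDTA positive control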
# PPARg SRC2 recr = agonists of PPARg-SRC-2 recruitment, primary screen, biochemical, HTS. Peroxisome proliferator-activated receptor gamma (Homo sapiens), P37231. PPARgamma LBD-SRC-2 recruitment. activation, % at 8 µM. hit rate 0.34% among 200,000. AID 1032, 2008; in the data active means activation above about 22%;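 further: 0% = vehicle and 100% = reference agonist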
# bIAP inh = bovine intestinal alkaline phosphatase inhibitors, primary screen, selectivity assay for TNAP inhibitor project, biochemical, bovine IAP, CDP-star luminescence; alkaline phosphatase, intestinal [Bos taurus]; purified bovine IAP, 30 min; inhibition, % at 20 µM; 190,000 tested, under 10 active;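 active means over 50% inhibition of intestinal alkaline phosphatase at 20 µM in the single-dose screen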
#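 System: Purified bovine intestinal alkaline phosphatase (IAP) enzyme | Input: IAP diluted 1/65,000,000 in the well | Also added: CDP-star chemiluminescent phosphatase substrate, 30 µM final | Dosing: 20 µM single dose | Times: Enzyme reaction for 30 min at room temperature | Detection: Luminescence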
# Efa HMGR inh = inhibitors of E. faecalis class II HMGR, primary screen, biochemical, Enterococcus faecalis; HMG-CoA reductase (Enterococcus faecalis, mvaE); purified E. faecalis HMGR, NADPH absorbance 340 nm kinetic; inhibition, % at 10 µM; hit rate 0.41% among 190,000; AID 1066, 2008;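 active means inhibition above a set limit, the median over all tested compounds plus 3 SD, cut at about 9.5% in these data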;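 further: enzyme runs in reverse so mevalonate oxidation gives rising NADPH absorbance; 0% = complete reaction with DMSO and 100% = background rate lacking mevalonate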
# TR-FRET SRC-2 ct = TR-FRET signal artefacts, primary screen, artefact control for PPARgamma SRC-2 agonist project, biochemical; TR-FRET artefact counter-screen; hits give high values; TR-FRET ratio at 8 µM; hit rate 0.4% among 200,000; in the data active means TR-FRET ratio above about 2000; further: inactives centre near 1500
# Numbers without * were called inactive.
item	Compound	bIAP inh	PPARg SRC-1 ag	TNAP inh hi DEA	bIAP activator	TNAP inh noacc
1	CCOC(=O)c1c(NC(=O)C2=C(C)NC(=S)NC2c2ccc(F)cc2F)sc(C)c1C (centres undefined)	2.2	0.3	-0.9	1	-9.4
2	Cc1ccc(C(=O)NC2c3ccccc3-c3ccccc32)cc1	11.4	-1.1	2.8	0.9	-8.1
3	Cc1c(NC(=O)CSc2nnnn2C)c(=O)n(-c2ccccc2)n1C	1.5	1.6	0.1	1	-7.6
4	Clc1ccc(-c2cc(C3CCNCC3)[nH]n2)c(Cl)c1	1.0	8.8	2.0	1	80.1*
5	CCc1nnc(NC(=O)CCC(=O)Nc2ccccc2)s1	14.6	4.3	-6.6	0.9	2.6
6	Cc1cc(NC(=O)c2ccc3c(c2)C(=O)N(Cc2cccnc2)C3=O)no1	8.5	6.1	-4.6	0.9	-11.8
7	COc1ccc(-c2cc(C(=O)N3CCN(c4ncccn4)CC3)c3ccccc3n2)c(OC)c1	6.9	-5.8	2.0	0.9	-12.7
8	CC1CCCCC1NCC(=O)Nc1ccccc1-c1ccccc1 (centres undefined)	-6.1	1.8	0.9	1.1	-7.4
9	CCOC(=O)c1c(NC(=O)CCN2C(=O)c3ccccc3C2=O)sc(C(=O)OC(C)C)c1C	2.1	-5.7	3.1	1	3.9
10	CC(C)N1C(=O)CCN(C=O)c2ccccc21	2.5	2.4	1.1	1	-10.0
11	CCC(CC)NC(=O)Nc1ccc(F)cc1F	5.9	5.5	-6.6	0.9	-4.1
12	COc1cc2c(cc1OC)C(NC(=O)C(F)(F)F)CNC2=O (centres undefined)	-2.0	-2.0	-5.3	1	-9.5
13	CCOC(=O)C1CCN(CC(O)COc2ccc(C(C)(C)C)cc2)CC1 (centres undefined)	-13.4	6.8	-4.4	1.1	-4.3
14	CC(C)(C)c1ccc(CN2N=Nc3ccccc3S2(=O)=O)cc1	16.3	-2.9	-2.1	0.8	-2.6
15	COC1(OC)N=C(N)C2(C#N)C(c3cccc(Oc4ccccc4)c3)C12C#N (centres undefined)	-12.1	11.6	-4.1	1.1	-12.0

item	TR-FRET SRC-2 ct	Efa HMGR inh	TNAP act hiacc	PPARg SRC2 recr	PPARg SRC-3 ag
1	1616	-1.4	1	-1.7	-2.9
2	1347	-2.8	1	-8.3	-2.3
3	1594	-6.9	1	-3.5	11.6
4	1616	1.5	1	-3.7	4.4
5	1562	-3.9	1.1	11.6	1.0
6	1535	-1.1	1	6.4	16.0
7	1489	-0.3	1	0.8	1.2
8	1768	1.5	1	9.2	14.1
9	1544	-0.9	1	-6.7	-5.9
10	1485	-5.6	1	-2.3	-1.0
11	1869	0.1	1.1	7.5	6.6
12	1456	-5.3	1.1	-0.2	-1.3
13	1615	-5.3	1	7.6	1.0
14	1451	-3.0	1	-5.7	8.3
15	1628	-11.3	1	3.1	-12.7

# Limited to PPARg SRC-3 ag (5 entries from above):
No. | molecule | PPARg SRC-3 ag
6 | Cc1cc(NC(=O)c2ccc3c(c2)C(=O)N(Cc2cccnc2)C3=O)no1 | 16.0
7 | COc1ccc(-c2cc(C(=O)N3CCN(c4ncccn4)CC3)c3ccccc3n2)c(OC)c1 | 1.2
8 | CC1CCCCC1NCC(=O)Nc1ccccc1-c1ccccc1 (centres undefined) | 14.1
9 | CCOC(=O)c1c(NC(=O)CCN2C(=O)c3ccccc3C2=O)sc(C(=O)OC(C)C)c1C | -5.9
10 | CC(C)N1C(=O)CCN(C=O)c2ccccc21 | -1.0

# (next part)
item	Compound	bIAP inh	PPARg SRC-1 ag	TNAP inh hi DEA	bIAP activator	TNAP inh noacc
16	Cc1c(NC(=O)NCc2ccccc2)c(=O)n(-c2ccccc2)n1C	-5.9	-1.8	-5.1	1.1	-12.9
17	COc1ccc(NC(=O)CSc2nc3ccccc3c(=O)n2CCCN2CCCCC2)c(OC)c1	-12.3	1.8	-6.6	1.1	-19.8
18	Cc1cc(-c2n[nH]c(=S)n2/N=C/c2ccc(Cl)c([N+](=O)[O-])c2)n[nH]1	36.5	-1.7	1.7	0.6	-33.1
19	Cc1ccc2nc(-c3ccc(NC(=O)COC(=O)c4ccc(Br)o4)cc3)sc2c1	10.0	3.7	-0.3	0.9	-11.7
20	O=C(NC1=NCCS1)[C@H](Cc1ccccc1)N1C(=O)c2ccccc2C1=O	6.9	-0.5	-7.5	0.9	-8.7
21	Cc1ccc(-c2csc(N(CCc3ccccc3)C(=O)COc3ccccc3)n2)cc1	35.7	-0.7	-2.3	0.6	-2.5
22	CN=C1SC(C(=O)O)CC(=O)N1C (centres undefined)	0.0	0.6	-9.8	1	-4.3
23	CCC(Sc1ncccc1C(=O)O)C(=O)N1CCCC1 (centres undefined)	-1.3	-1.8	0.6	1	-5.3
24	CCCc1[nH]n(-c2nc3ccccc3s2)c(=O)c1C=NCCN1CCOCC1	4.4	-1.6	-2.3	1	-2.3
25	COc1nc(N(C)C)nc(N(OC)S(=O)(=O)c2ccccc2Cl)n1	-4.4	4.0	-1.5	1	-8.6
26	C[C@H](O)CC1=C[C@H](O)[C@@H](C)OC1=O	5.3	-8.0	-2.1	0.9	-7.4
27	COc1ccccc1/C=C1\SC(=S)N(N2C(=O)CCCC2=O)C1=O	3.5	12.7	-5.0	1	-14.2
28	COc1ccc(/C=N/n2c(C)cc(C)c(C(N)=O)c2=O)cc1	11.3	2.7	-0.3	0.9	-22.0
29	Cc1cccc2c(-c3ccccc3)cc(=O)[nH]c12	-11.4	-4.1	-0.5	1.1	-0.6
30	CC1CCN(C(=O)Cc2nn(C)c(=O)c3ccccc23)CC1	1.4	3.4	-2.7	1	-8.5
31	CCOC1=C/C(=C/c2c(N)n3oc(C)cc3nc2=O)C=CC1=O	13.0	-5.9	18.7	0.9	26.1
32	FC(F)(F)C(F)(F)C(F)(F)c1nnc2ccc(N3CCOCC3)nn12	4.2	-1.7	-1.4	1	4.7

item	TR-FRET SRC-2 ct	Efa HMGR inh	TNAP act hiacc	PPARg SRC2 recr	PPARg SRC-3 ag
16	1606	-2.2	1.1	4.5	-1.1
17	1591	-7.8	1.1	5.3	9.7
18	1517	-6.1	1	-8.1	-4.4
19	1448	-4.3	1	2.0	3.8
20	1566	-1.6	1.1	7.4	1.9
21	1247	-2.2	1	-2.2	-13.1
22	1411	-5.4	1.1	-6.4	-3.2
23	1413	-1.3	1	1.8	-3.9
24	1433	-1.7	1	0.3	2.6
25	1742	0.3	1	2.9	-0.9
26	1519	1.1	1	-7.8	-1.6
27	1499	-1.7	1.1	0.3	-0.3
28	1604	0.5	1	4.5	3.5
29	1496	-1.6	1	4.4	0.8
30	1545	-1.1	1	0.4	2.5
31	1440	-3.7	0.8	5.8	2.5
32	1397	0.2	1	2.9	-0.4

# An excerpt from above in order of length of the SMILES, highest first:
item	Compound	bIAP inh	PPARg SRC-1 ag	TNAP inh hi DEA	bIAP activator	TNAP inh noacc
19	Cc1ccc2nc(-c3ccc(NC(=O)COC(=O)c4ccc(Br)o4)cc3)sc2c1	10.0	3.7	-0.3	0.9	-11.7
31	CCOC1=C/C(=C/c2c(N)n3oc(C)cc3nc2=O)C=CC1=O	13.0	-5.9	18.7	0.9	26.1
28	COc1ccc(/C=N/n2c(C)cc(C)c(C(N)=O)c2=O)cc1	11.3	2.7	-0.3	0.9	-22.0

item	TR-FRET SRC-2 ct	Efa HMGR inh	TNAP act hiacc	PPARg SRC2 recr	PPARg SRC-3 ag
19	1448	-4.3	1	2.0	3.8
31	1440	-3.7	0.8	5.8	2.5
28	1604	0.5	1	4.5	3.5
